RmlCD inh 1536: M. tuberculosis RmlC/RmlD inhibition; P9WH09+P9WH11; RmlC+RmlD coupled enzyme assay, percent inhibition; primary screen in compound mixtures; inhibition, % at 3.6 µM; 160,000 compounds, 0.03% hits; AID 1533; in the data active = inhibition mostly above about 34%, no sharp cut-off; also: some results filed as inactive read as strong as hits
Target sequence (P9WH09 whole entry, looked up): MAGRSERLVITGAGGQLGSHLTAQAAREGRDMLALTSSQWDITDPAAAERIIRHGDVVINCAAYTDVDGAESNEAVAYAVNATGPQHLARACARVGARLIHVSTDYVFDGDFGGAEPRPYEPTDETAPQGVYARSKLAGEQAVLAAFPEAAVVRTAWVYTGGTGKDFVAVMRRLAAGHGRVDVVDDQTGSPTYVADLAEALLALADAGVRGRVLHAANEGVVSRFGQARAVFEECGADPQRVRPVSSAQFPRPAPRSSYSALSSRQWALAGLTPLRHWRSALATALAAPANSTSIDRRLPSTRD
Target sequence (P9WH11 whole entry, looked up): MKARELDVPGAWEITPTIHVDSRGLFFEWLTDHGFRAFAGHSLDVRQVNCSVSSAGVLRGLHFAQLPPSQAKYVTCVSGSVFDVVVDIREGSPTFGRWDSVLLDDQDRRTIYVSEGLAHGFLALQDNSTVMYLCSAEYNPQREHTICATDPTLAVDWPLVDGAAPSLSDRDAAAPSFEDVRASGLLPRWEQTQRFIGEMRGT
GlmU inhibition: inhibition of mycobacterial GlmU enzyme – biochemical, glucosamine-1-phosphate acetyltransferase (AID 1376). 220,000 compounds, 0.25% hits. M. tuberculosis GlmU acetyltransferase enzyme assay; higher % means a stronger effect. inhibition, %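 (tested at 30 µM in the primary screen)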, or IC50 in µM where a hit was titrated; in the data active = inhibition above about 13%;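 also: 0% = complete reaction with vehicle and 100% = reaction without substrate; strong numbers were not always called active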
* hit, by the source's call; · = not tested or not shown. Some of the compounds tested. The share of hits here may be higher or lower than overall.

SMILES	RmlCD inh 1536	GlmU inhibition
O=C(N/C=C\n1cnc2cc(C(F)(F)F)ccc21)c1ccc([N+](=O)[O-])cc1	-7	·
Cc1ncc(CO)c(/C=N/NC(=S)Nc2ccc(C(C)C)cc2)c1O	·	-0.4%
CNC(=S)NCCc1c[nH]c2ccc(OC)cc12	3	7.3%
COc1ccccc1N(Cc1cc(=O)[nH]c2ccccc12)C(=O)c1cccc([N+](=O)[O-])c1	-9	7.6%
O=C(CN1C(=O)NC2(CCCCCCC2)C1=O)N1CCc2ccccc2C1	·	-5.0%
NS(=O)(=O)c1cccc(NC(=O)COC(=O)/C(=C/c2cccs2)c2cccs2)c1	0	2.5%
COc1cc(NS(=O)(=O)c2ccc(NC(C)=O)cc2)cc(OC)c1	3	3.5%
COc1cc(C(=O)NCCC(=O)NCCc2ccc(Cl)cc2)cc(OC)c1OC	·	0.2%
Cc1nc(S/C(C(=O)O)=C2/C(=O)Nc3ccccc32)n[nH]1	-11	-2.1%
O=C(CN1CCN(Cc2ccc(Cl)cc2)CC1)N/N=C/c1ccccc1F	11	3.7%
CCC1=NC(c2ccccc2OC)N(O)C1(C)C (stereo not given)	·	6.1%
COc1ccccc1NC(=O)CSc1c2c(nc3ccccc13)CCC2	·	-0.5%
CN(c1ccccc1)S(=O)(=O)c1ccc(C(=O)Nc2nnc(C3CC3)o2)cc1	-12	-2.9%
O=C(COC(=O)c1cc(S(=O)(=O)N2CCCC2)ccc1O)Nc1ccc(S(=O)(=O)N2CCOCC2)cc1	-7	7.0%
COCc1cc(C)nc2sc(C(=O)N3CCCC3)c(N)c12	4	5.4%
COc1ccc(C(=O)NCc2nnc(SC)n2C2CCCCC2)cc1	-4	6.0%
CCCn1nc(NC(=O)c2cccs2)c2cc3ccc(C)cc3nc21	-12	-1.1%
CCN(C(=O)COC(=O)c1cc(-c2cccs2)nc2ccccc12)C1CCS(=O)(=O)C1 (stereo not given)	-8	6.2%
COc1ccc(NC(=O)C(C)NS(=O)(=O)c2ccc(NC(C)=O)cc2)cc1Cl (stereo not given)	5	6.0%
CC(=O)NC(CC(=O)NCCN1C(=O)S/C(=C\c2ccccc2)C1=O)c1ccccc1 (stereo not given)	-12	·
Cc1nn(C)cc1-c1n[nH]c(=S)n1-c1ccc(Cl)cc1	-15	0.8%
O=C(Nc1nc(-c2ccc3c(c2)OCCO3)cs1)C1CCCC1	9	-7.2%
COc1ccc(NC(=O)CSc2nc3c(c(=O)n2-c2ccc(F)cc2)SCC3)c(OC)c1	0	3.2%
Cc1cc(C(=O)CSc2nnc(-c3cccc(F)c3)n2N)c(C)n1Cc1ccc2c(c1)OCO2	·	-3.9%
COc1ccc(Oc2ccccc2C#N)cc1	-1	6.1%
C/C(=N/Oc1nc(C)cc(C)n1)c1ccccc1	-8	0.5%
Cc1cc(/C=N/O)c(C)n1-c1ccccc1	·	-2.7%
COc1ccc2c(c1)C(=NO)c1cc(OC)ccc1-2	6	-1.4%
COc1cccc(CC2CC(=O)N(CCc3ccc4c(c3)OCO4)C2=O)c1 (stereo not given)	·	-5.0%
COc1cccc(-c2nnn(CC(=O)O)n2)c1	8	-1.9%
O=C(Nc1ccc(C(=O)N2CCCC2)cc1)c1ccc2c(c1)OCO2	7	1.7%
COC(=O)c1cc2c(cc1[N+](=O)[O-])OCO2	-4	2.1%
Cc1sc2nc(CSc3ccccc3)nc(N3CCOCC3)c2c1C	-20	3.3%
Cc1onc(C(=O)NC(C)c2ccccc2)c1[N+](=O)[O-] (stereo not given)	29	-1.2%
Cc1ccc([N+](=O)[O-])cc1NC(=O)C(C)N1CCCCC1 (stereo not given)	-4	-5.4%
CC1CCC(NC(=O)CCNC(=O)c2ccccc2)CC1 (stereo not given)	23	-3.7%
COC(=O)CCC(=O)OC1(C)C(=O)C=C2C=C(C3CC3)N(CCN3CCOCC3)C=C2C1=O (stereo not given)	·	1.9%
COc1cc(C(=O)Nc2ccccc2N2CCOCC2)ccc1OCc1c(C)noc1C	·	0.3%
Cn1nc(C(C)(C)C)c(NC(=O)c2sccc2Cl)c1C(C)(C)C	8	1.1%
O=C(Nc1ccc(C(F)(F)F)cc1)C1CCCN1S(=O)(=O)c1cccc2cccnc12 (stereo not given)	·	1.3%
CSc1ccccc1C(=O)NCc1ccc2c(c1)OCO2	16	0.5%
Cc1ccccc1C(=O)Oc1cc(N)n(S(C)(=O)=O)n1	·	3.1%
Cc1cccc(C)c1NC(=O)CCn1cnc2ccccc2c1=O	-10	0.6%
Cc1ccc(C(=O)Nc2ccccc2SCC2CSc3nc4ccccc4c(=O)n32)cc1 (stereo not given)	-1	5.2%
Cc1nc(SCC(=O)NCc2ccco2)c2c(=O)n(C)c(=O)n(CC(C)C)c2n1	3	-0.8%
CCOc1ccc(Br)cc1CNCCN1CCOCC1	-20	2.1%
CC1(C)OC(c2ccccc2)=C/C(=C/C=N/NC(=O)c2ccncc2)O1	-5	2.5%
Cc1nc(NCCO)c2nnn(Cc3ccccc3F)c2n1	-4	4.9%
COc1cccc(/C=N/Nc2snc(SC)c2C#N)c1O	·	7.8%
CCOc1ccc(CNCCNC(=O)c2nonc2N)cc1	-5	-3.7%
COc1cc(CCN2C(=O)c3cccc4cccc(c34)C2=O)c(S(=O)(=O)NCCCO)cc1OC	·	-1.9%
Cn1c(=O)[nH]c(=O)c2c1nc(N(CCO)Cc1ccccc1)n2CCCc1ccccc1	57	·
O=C(Nc1ccc2c(c1)OCCO2)c1cccs1	·	1.0%
Cc1ccc(NC(=O)Cn2c(=O)cnc3ccccc32)cc1S(=O)(=O)N(C)C	-12	2.3%
CCCCOC(=O)Nc1cccc(Cl)c1C	14	4.6%
COCC(=O)n1nc(-c2ccccc2)nc1NCc1ccc(N(C)C)cc1	12	-3.0%
CCOC(=O)c1[nH]ncc1CN1CCN(Cc2ccc(C)cc2)C(CCO)C1 (stereo not given)	·	-4.7%
CCONc1ncnc2nonc12	5	-1.0%
C=C(C)CNC(=S)N/N=C/c1c(F)cccc1F	17	-7.3%
Cn1c(SCC(=O)C(C)(C)C)nnc1-c1cccnc1	1	3.6%

More records follow:
SMILES	RmlCD inh 1536	GlmU inhibition
CC(=O)Nc1ccc(-c2csc(NC(=O)C3CC(=O)N(c4ccc5c(c4)OCCO5)C3)n2)cc1 (stereo not given)	·	5.9%
COc1ccccc1NC(=O)N1CCC(c2nc3cc(C)c(C)cc3[nH]2)CC1	·	1.0%
CC(C)(C)c1cc(C(C)(C)C)cc(S(=O)(=O)CCc2ccccn2)c1	-5	-4.4%
COc1ccc(CCN(C(=O)C(F)(F)F)C(C(=O)NC2CCCC2)c2cccs2)cc1OC (stereo not given)	8	1.4%
CS(=O)(=O)N1CCN(c2ccc(NC(=O)Cc3ccccc3)cc2)CC1	5	-1.1%
O=C(N/N=C/c1c[nH]c2ccccc12)c1ccn(Cc2ccc(Cl)cc2)n1	-5	0.6%
COC(=O)c1c(C)oc2ccc(N(C(=O)Oc3ccccc3)S(=O)(=O)c3ccc(Cl)c([N+](=O)[O-])c3)cc12	-4	8.4%
CCn1c(COc2ccccc2)nnc1SCC(=O)Nc1ccc2c(c1)OCCO2	7	19%
CCCCCC1CC(=O)N(Cc2ccc(Cl)cc2)C(=O)N1 (stereo not given)	·	-2.8%
CCOC(=O)C1CCN(C(=O)CCS(=O)(=O)c2ccc3c(c2)CC(C)N3C(=O)CC)CC1 (stereo not given)	-11	-1.6%
COC(=O)CNC(c1ccccc1)c1cc(Br)ccc1NS(=O)(=O)c1ccccc1 (stereo not given)	2	0.8%
Cc1nc2ccccc2n1S(=O)(=O)N(C)C	-4	0.3%
CC1(C)CC(=O)C=C(NCc2ccc(C(=O)O)cc2)C1	-4	3.5%
COc1c(C)cc(C(=O)C2CCCN(C(=O)Cn3ccc(C)n3)C2)cc1C (stereo not given)	-6	4.5%
Cc1cccc(CCNC(=O)CC2C(=O)NCCN2CC2CCCCC2)n1 (stereo not given)	2	-1.5%
CC(C)N1C(=O)C2ON(c3ccccc3)C(c3cccs3)C2C1=O (stereo not given)	7	-2.2%
CCOC(=O)C1=C(C)NC(=O)NC1c1ccc([N+](=O)[O-])o1 (stereo not given)	-7	3.0%
COc1ccccc1NC(=O)N1CCCC1C(=O)NC1CCCCC1 (stereo not given)	·	12%
CN(C(=O)C1CCCN(S(=O)(=O)c2cccc([N+](=O)[O-])c2)C1)C1CCS(=O)(=O)C1 (stereo not given)	-3	-5.9%
O=C(COC(=O)C12CC3CC(CC(C3)C1)C2)N1CCN(S(=O)(=O)c2ccccc2)CC1	-6	-3.2%
CN(C(=O)COC(=O)CNS(=O)(=O)/C=C/c1ccccc1)C1CCS(=O)(=O)C1 (stereo not given)	·	4.7%
CCOC(=O)CSc1nnc(CNC(=O)c2cccc(C)c2)n1C	-6	-9.8%
COc1ccc(-c2csc3[nH]c(=S)n(-c4ccccc4)c(=O)c23)cc1OC	19	6.8%
Cc1sc(NC(=O)c2cccnc2)nc1-c1ccccc1	·	2.1%

Rewritten field by field: three of the compounds above
> Cc1sc(NC(=O)c2cccnc2)nc1-c1ccccc1
  RmlCD inh 1536: · | GlmU inhibition: 2.1%
> CCOC(=O)CSc1nnc(CNC(=O)c2cccc(C)c2)n1C
  RmlCD inh 1536: -6 | GlmU inhibition: -9.8%
> CN(C(=O)C1CCCN(S(=O)(=O)c2cccc([N+](=O)[O-])c2)C1)C1CCS(=O)(=O)C1 (stereo not given)
  RmlCD inh 1536: -3 | GlmU inhibition: -5.9%

(cont.)
SMILES	RmlCD inh 1536	GlmU inhibition
Cc1cc(-c2nnnn2-c2ccc(C(F)(F)F)cc2)no1	0	0.5%
Cc1csc2c(SCC(=O)NNS(=O)(=O)c3cccc(C(F)(F)F)c3)ncnc12	·	-1.8%
O=[N+]([O-])c1ccc(CSc2nnc(Cc3ccccc3)n2-c2ccc(F)cc2)cc1	·	-4.9%
Cc1ccc(OCCn2c(=O)n(C)c3ccccc32)cc1	23	-2.8%
CN1Cc2cc(C(=O)c3cc(Cl)cc(CSc4ncccn4)c3O)cnc2NC1=O	10	9.2%
CCOC(=O)n1c(=O)n(Cc2cccc(F)c2)c2ccccc21	-10	4.0%
CCOC(=O)c1c(C)nc2c(c1-c1ccc(OC)c(OC)c1)C(=O)c1ccccc1-2	·	-0.5%
C1=C(c2ccccc2)CCN(c2ncnc3nc[nH]c23)C1	3	3.0%
CCN(C(=O)COC(=O)c1ccc(OCc2c(C)noc2C)cc1)c1ccccc1	-1	0.1%
O=C1C2C3C=CC(CC3)C2C(=O)N1/N=C/c1c(O)ccc2ccccc12 (stereo not given)	-2	-1.2%
Cc1cc(-c2nnc(CCC(=O)NC(c3ccccc3)c3ccccc3)o2)no1	11	-3.0%
CN1CCN(/C=N/C2=C(C#N)C(c3ccccc3)C3=C(CC(C)(C)CC3=O)O2)CC1 (stereo not given)	-5	-1.7%
NNC(=O)c1nn(-c2ccc(Cl)cc2)cc1O	-13	-0.6%
Cc1ccc2c(C)c(C(=O)Nc3nnc(C)s3)oc2c1	·	-12%
CC(=O)Oc1ccc2c(=O)c(Oc3ccccc3)c(C)oc2c1OC(C)=O	3	0.8%
COc1cc2c(cc1OC)C(c1ccc(C)o1)CC(=O)N2 (stereo not given)	5	-0.1%
O=C(Nc1cc(Cl)ccc1Cl)c1ccc(-c2ccccc2)cc1	10	-3.5%
CCOC(=O)c1ccc(N/C=C/C(=O)c2ccco2)cc1	-5	5.9%
O=C(CCC(=O)c1ccccc1)NCCOc1ccccc1	1	-1.9%
Cc1c(CCOC(=O)CC23CC4CC(CC(C4)C2)C3)sc[n+]1CC(=O)c1ccccc1	4	-12%
COc1ccccc1N1CCN(S(=O)(=O)c2cn(C)c(=O)n(C)c2=O)CC1	9	-1.8%
COc1ccc2cc3cc(C(=O)NCCN4CCc5ccccc5C4)sc3nc2c1	-13	4.0%
CN(C)S(=O)(=O)c1cccc(NC(=S)N/N=C/c2ccco2)c1	8	5.1%
COC(=O)CSc1nc2cc(C)ccc2cc1C#N	·	8.1%
O=S(=O)(Nc1nc2ccccc2nc1N1CCc2ccccc2C1)c1ccc(Cl)cc1	4	3.1%
C=CCN1C(=O)C(CC(=O)Nc2ccccc2)SC1=Nc1ccc(S(N)(=O)=O)cc1 (stereo not given)	-10	-11%
NCCNCCNCCN	·	-2.6%

Of the compounds above, 12 contain a thiophene ring, fused or not:
SMILES	RmlCD inh 1536	GlmU inhibition
NS(=O)(=O)c1cccc(NC(=O)COC(=O)/C(=C/c2cccs2)c2cccs2)c1	0	2.5%
COCc1cc(C)nc2sc(C(=O)N3CCCC3)c(N)c12	4	5.4%
CCCn1nc(NC(=O)c2cccs2)c2cc3ccc(C)cc3nc21	-12	-1.1%
CCN(C(=O)COC(=O)c1cc(-c2cccs2)nc2ccccc12)C1CCS(=O)(=O)C1 (stereo not given)	-8	6.2%
Cc1sc2nc(CSc3ccccc3)nc(N3CCOCC3)c2c1C	-20	3.3%
Cn1nc(C(C)(C)C)c(NC(=O)c2sccc2Cl)c1C(C)(C)C	8	1.1%
O=C(Nc1ccc2c(c1)OCCO2)c1cccs1	·	1.0%
COc1ccc(CCN(C(=O)C(F)(F)F)C(C(=O)NC2CCCC2)c2cccs2)cc1OC (stereo not given)	8	1.4%
CC(C)N1C(=O)C2ON(c3ccccc3)C(c3cccs3)C2C1=O (stereo not given)	7	-2.2%
COc1ccc(-c2csc3[nH]c(=S)n(-c4ccccc4)c(=O)c23)cc1OC	19	6.8%
Cc1csc2c(SCC(=O)NNS(=O)(=O)c3cccc(C(F)(F)F)c3)ncnc12	·	-1.8%
COc1ccc2cc3cc(C(=O)NCCN4CCc5ccccc5C4)sc3nc2c1	-13	4.0%

Bioassay records (PubChem BioAssay)
